PKM2 act: activators of human pyruvate kinase M2; purified PKM2, Kinase-Glo ATP luminescence, activation; response scale: 0% is enzyme alone, no compound; Potency, µM (series often up to 57.5 µM), for the others: at the top dose activation, usual class: activators; P14618; AID 1631; hit rate 0.34% among 260,000; further: potency means the concentration at half of the fitted maximal effect; on the % scale 0 is the no-effect control and ±100 the full control effect; nearly all actives have a fitted effect of over 55% in size
Target sequence (P14618 whole entry, looked up): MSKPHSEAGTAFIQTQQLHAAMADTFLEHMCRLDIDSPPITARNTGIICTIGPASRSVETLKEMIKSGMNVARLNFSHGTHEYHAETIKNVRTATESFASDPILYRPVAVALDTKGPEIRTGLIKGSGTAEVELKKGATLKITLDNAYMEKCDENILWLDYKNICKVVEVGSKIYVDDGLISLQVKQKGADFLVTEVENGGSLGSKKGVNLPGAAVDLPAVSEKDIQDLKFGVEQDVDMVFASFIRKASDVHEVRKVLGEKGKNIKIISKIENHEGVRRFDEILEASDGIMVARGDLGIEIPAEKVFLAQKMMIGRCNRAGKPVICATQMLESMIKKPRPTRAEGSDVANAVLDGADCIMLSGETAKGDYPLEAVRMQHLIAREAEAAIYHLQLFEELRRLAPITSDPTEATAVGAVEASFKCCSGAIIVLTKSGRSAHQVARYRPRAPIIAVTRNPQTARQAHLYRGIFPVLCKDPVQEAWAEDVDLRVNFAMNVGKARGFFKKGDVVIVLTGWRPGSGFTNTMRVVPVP
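Purified hPK-M2 (>95% pure) converted ADP (0.1 mM final) to ATP with 0.5 mM PEP in 50 mM imidazole pH7.2, KCl, MgCl2, Tween 20, BSA; 1 h at room temperature. ATP detected by Kinase-Glo luminescence.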
Giardia kill: kills Giardia lamblia. activity change, % at 7.66 µM, hits read low. Giardia lamblia trophozoite viability. AID 540267. hit rate 0.15% among 340,000; in the data active means activity change below about -80%; inconclusive means between about -30% and that limit;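 further: parasites exposed to compound for two days anaerobically before the ATP read; on the % scale 0 is the no-effect control and ±100 the full control effect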
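Anaerobic 48 hrs incubation at 37 deg C of 100 trophozoites/well with test compounds; ATPLite 1-Step luminescence, 15-30 min RT, reports cellular ATP as viability.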
ELG1 genotox: induces genotoxicity in HEK293T cells with luciferase-tagged ELG1. hit rate 1.3% among 330,000. HEK293T ELG1-luciferase reporter, luminescence, 16 h. Potency, µM (highest dose often 46 µM), for the others: at the highest dose activity change, positive = activation, most hits filed as activators; further: potency means the concentration at half of the fitted maximal effect; % of control where 0% means no effect; nearly all actives have a fitted effect of over 60% in size
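Reporter readout depends on ELG1 protein level, which increases with genetic stress. After 16 hr compound exposure at 37 °C, luciferase activity was quantified using ONE-Glo.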
Menin MLL FP TR: menin-MLL binding inhibition, Texas Red mutant peptide. O00255. Menin + Texas Red MLL mutant peptide, fluorescence polarization. Potency, µM (top dose mostly 61.6 µM), without a hit: top-dose FP activity change, negative = inhibition, usual class: inhibitors. hit rate 0.23% among 270,000. AID 1768; active means well fitted inhibition curve with a large enough effect in the polarisation, with a control signal flat, not every such curve was filed as active; inconclusive means small, poorly fitted or top-dose-only effect, or effect the other way, or a change in a side signal; inactive means no such curve, though single readings can be large or run the other way; the % refers to the polarisation; further: potency means the concentration at half of the fitted maximal effect; % of control where 0% means no effect; many of its hits are not listed in these tables
NPC1 prom act: activators of NPC1 promoter; Huh7 NPC1 promoter luciferase reporter, 24 h; Potency, µM (series often up to 9.22 µM), inactives show at the top dose activation, most hits filed as activators; hit rate 2.4% among 320,000;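 further: potency means the concentration at half of the fitted maximal effect; % of control where 0% means no effect; nearly all actives have a fitted effect of over 60% in size; reporter is driven by a mutant NPC1 promoter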
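Readout is luciferase luminescence, reflecting NPC1 promoter activation in stably transfected Huh7 cells after 24 h compound exposure at 37 °C in reduced-serum medium with 10% FBS.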
BRCA1 expr act: activators of BRCA1 expression | MCF7-BRCA1-FFLuc reporter, luminescence, 48 h; response scale: scaled: vehicle 0%, 10 µM genistein 100% | AID 624202 | hit rate 1.1% among 380,000 | Potency, µM (titrated, usually from 46.1 µM), for inactives: at the highest dose activation, usual class: activators; further: potency means the concentration at half of the fitted maximal effect; nearly all actives have a fitted effect of over 80% in size; some results filed as inactive show a strong effect at the top dose
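Luminescence from a BRCA1-driven firefly luciferase in MCF7 cells was the read-out, taken 15 min after substrate addition following 48 h compound exposure at 37 °C. Data were normalized to a 10 microM genistein control and DMSO vehicle.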
p53 reactivator: restores transcriptional activity of mutant p53; H1299 p53-A138V BP100-luciferase reporter, luminescence, 24 h; Potency, µM (series often up to 92.2 µM), for inactives: at the top dose activity change, positive = activation, most hits filed as activators; hit rate 0.063% among 320,000; AID 504706; further: potency means the concentration at half of the fitted maximal effect; % of control where 0% means no effect; nearly all actives have a fitted effect of over 45% in size
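p53-null H1299 cells stably carrying temperature-sensitive p53-A138V and a BP100-luciferase reporter were pinned with compounds (4-point, 1:5 series) and held 24 hrs at 37 deg C. Luminescence was read 10 min after detection reagent.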
VP16 counter: counter-screen for ROR gamma inhibitors: Gal4-VP16 reporter | Potency, µM (top dose mostly 53.6 µM), for the others: top-dose activity, negative = inhibition, most hits filed as inhibitors | Drosophila S2 Gal4-VP16 UAS-luciferase, luminescence, 20 h | hit rate 3.5% among 310,000 | AID 2546;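 further: Gal4-VP16 expression switched on by copper sulfate through the metallothionein promoter; potency means the concentration at half of the fitted maximal effect; on the % scale 0 is the no-effect control and ±100 the full control effect; nearly all actives have a fitted effect of over 50% in size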
RORgamma inh: inhibitors of mouse ROR gamma transcriptional activity | P51450 | Drosophila S2 Gal4-RORgamma UAS-luciferase reporter, 20 h | Potency, µM (highest dose often 53.6 µM), for the others: top-dose activity change, negative = inhibition, usual class: inhibitors | hit rate 5.4% among 310,000 | AID 2551; further: potency means the concentration at half of the fitted maximal effect; on the % scale 0 is the no-effect control and ±100 the full control effect; nearly all actives have a fitted effect of over 60% in size
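In this cell-based reporter format, copper sulfate (700 uM final) drives Gal4–ROR gamma fusion expression from a metallothionein promoter in Drosophila Schneider cells; compounds preincubated 1 hr, reporter read after 20 hr at ambient temperature.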
Rab9 promoter act: activators of Rab9 promoter. Huh7 Rab9 promoter-luciferase reporter, luminescence, 24 h. Potency, µM (highest dose often 9.22 µM), for inactives: at the top dose activation, negative = inhibition, actives largely listed as activators. hit rate 2.8% among 320,000. AID 485297; further: potency means the concentration at half of the fitted maximal effect; % of control where 0% means no effect; nearly all actives have a fitted effect of over 60% in size
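Steps: seed 1500 Huh7 Rab9-luc cells per well, rest 2 h at 37 °C; add compound in DMSO; incubate 24 h; add luciferase reagent, 10 min ambient; read luminescence.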
FLuc counter: firefly luciferase modulation, counter-screen for miR-21 project; P08659; purified FLuc, Km substrates, luminescence inhibition; Potency, µM (top dose mostly 57.5 µM), for the others: top-dose activity change, negative = inhibition, hits mostly inhibitors; hit rate 6.9% among 360,000; AID 588342;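 further: potency means the concentration at half of the fitted maximal effect; plate controls were vehicle for no effect and reference inhibitor for full effect; nearly all actives have a fitted effect of over 55% in size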
Target sequence (P08659 whole entry, looked up): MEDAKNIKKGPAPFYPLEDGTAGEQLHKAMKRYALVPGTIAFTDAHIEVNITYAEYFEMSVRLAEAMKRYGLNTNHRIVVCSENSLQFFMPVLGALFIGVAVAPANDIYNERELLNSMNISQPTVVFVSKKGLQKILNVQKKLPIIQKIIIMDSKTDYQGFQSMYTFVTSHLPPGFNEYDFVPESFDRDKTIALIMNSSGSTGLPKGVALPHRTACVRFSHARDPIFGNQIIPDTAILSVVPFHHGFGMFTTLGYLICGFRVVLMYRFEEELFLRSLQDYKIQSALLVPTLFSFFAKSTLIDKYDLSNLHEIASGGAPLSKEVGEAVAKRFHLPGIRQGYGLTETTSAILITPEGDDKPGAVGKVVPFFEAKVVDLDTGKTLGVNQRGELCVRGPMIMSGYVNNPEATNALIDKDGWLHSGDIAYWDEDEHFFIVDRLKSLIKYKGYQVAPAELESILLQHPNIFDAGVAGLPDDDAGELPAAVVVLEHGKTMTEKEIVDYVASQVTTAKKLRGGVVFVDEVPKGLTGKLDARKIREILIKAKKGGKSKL
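Purified P. pyralis luciferase, 10 nM final, with Km-level 10 uM D-luciferin and 10 uM ATP in 50 mM Tris acetate pH 7.5, 10 mM Mg acetate, 0.01% Tween-20, 0.05% BSA; 6-point qHTS titration about 60 µM downward; luminescence read.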
* hit, by the source's call; ? = inconclusive; . = no result given; [ ] = dose if it differs, or a comment. Unless noted, the call rests on the fitted dose curve; in most records, active means well fitted curve in the direction sought with a large enough effect; inconclusive means small, poorly fitted or top-dose-only effect, or another doubt; inactive means no such curve, though single readings can be large; an effect the other way counts as inactive or inconclusive.

SMILES	PKM2 act	Giardia kill	ELG1 genotox	Menin MLL FP TR	NPC1 prom act	BRCA1 expr act	p53 reactivator	VP16 counter	RORgamma inh	Rab9 promoter act	FLuc counter
Cc1ccc(NC(=O)CN(C)C(=O)c2ccc(S(=O)(=O)N(C)c3ccccc3)cc2)cc1	-27%	-18	1%	12%	-5%	-1%	-1%	5%	33%	-7%	1%
O=C(Nc1ccc2c(c1)OCO2)c1cc(-c2cccnc2)nc2ccccc12	0%	14	-5%	0%	12%	-14%	-3%	2%	5%	21%	?
CCOC(=O)c1cc2c(=O)n3ccccc3nc2n(CC(C)C)c1=NC(=O)c1ccco1	2%	-27	4%	-3%	-5%	-21%	-1%	-4%	-26%	2%	4%
CCOc1ccc(C(=O)OCC(=O)NCCNC(=O)COC(=O)c2ccc(OCC)cc2)cc1	0%	9	2%	-1%	-3%	-26%	16%	-4%	-2%	10%	0%
COC(=O)C1=C(C(=O)OC)N2C=CC=CC2(C)C(C(=O)OC)=C1C(=O)OC (configuration not stated)	-4%	6	1%	-29%	-2%	-12%	-7%	2%	19%	1%	2%
COc1ccc(N2CCN(C(=O)Nc3ccccc3C)CC2)cc1	9%	13	1%	-9%	1%	2%	-5%	-15%	28%	-2%	3%
CC(C)(C)c1ccc(CN2C3=NCCCN3c3ccccc32)cc1	1%	3	-2%	-14%	-2%	-71%	-15%	?	-5%	-19%	0%
CC(C)C1Oc2ccccc2N(CC(=O)NCCCN2C(C)CCCC2C)C1=O (configuration not stated)	0%	-24	0%	-8%	-7%	9%	-9%	-7%	-16%	4%	4%
CN(C/C=C/c1ccccc1)Cc1cccc2ccccc12	.	6	22%	.	-6%	15%	-6%	.	.	-5%	1%
COc1ccnc(CSC(N)=Nc2ccccc2C(F)(F)F)c1	3%	-10	-5%	9%	2%	18%	?	-16%	?	0%	-9%
Cc1sc2ncnc(NC3CCN(Cc4ccccc4)CC3)c2c1C	1%	9	3%	.	-25%	-70%	7%	16µM*	?	-34%[inhibitor]	1%
CNC(=S)N/N=C/c1ccc2c(c1)OCCO2	-28%	8	?	-17%	9%	?	22%	0.63µM*	?	25%	?
COc1ccc(/C=C/C(=O)Nc2ccc(OC)cc2[N+](=O)[O-])cc1	-4%	-1	5%	15%	-3%	-1%	-7%	-13%	-39%	1%	-3%
CN(C)CCn1c2ccccc2c2nc3ccc([N+](=O)[O-])cc3cc21	-4%	-19	?	.	-9%	-65%	-2%	11µM*	7.9µM*	-8%	-4%
Cc1cc(C)c(C#N)c(OCC(=O)Nc2ccccc2)n1	.	-8	-2%	1%	1%	-11%	-5%	6%	3%	0%	-1%
CCOC(=O)C1(Cc2ccccc2)CCN(Cc2cccn2-c2nccs2)CC1	1%	1	-18%	?	-2%	-43%	0%	20%	-36%	10%	-2%
COc1ccccc1N(CC(=O)Nc1c(C)cccc1C)S(C)(=O)=O	0%	8	0%	-3%	1%	1%	0%	4%	4%	-2%	2%
Cc1ccc(N=C2NC(=O)/C(=C/c3cn(C)c4ccccc34)S2)cc1C	0%	-7	-5%	-29%	-3%	-45%	14%	?	13µM*	-2%	-16%
CC(=O)C1=C(O)C(=O)N(Cc2ccccc2)C1c1ccc(F)cc1 (configuration not stated)	.	-9	-3%	11%	-4%	4%	0%	0%	26%	-2%	0%
O=C(O)c1cc(Br)ccc1NN=C1CCCCC1	2%	-8	4%	?	0%	58%	18%	?	6%	-1%	?

Part of the list above, reformatted:
| Compound | PKM2 act | Giardia kill | ELG1 genotox | Menin MLL FP TR | NPC1 prom act | BRCA1 expr act | p53 reactivator | VP16 counter | RORgamma inh | Rab9 promoter act | FLuc counter |
| --- | --- | --- | --- | --- | --- | --- | --- | --- | --- | --- | --- |
| COc1ccccc1N(CC(=O)Nc1c(C)cccc1C)S(C)(=O)=O | 0% | 8 | 0% | -3% | 1% | 1% | 0% | 4% | 4% | -2% | 2% |
| COc1ccnc(CSC(N)=Nc2ccccc2C(F)(F)F)c1 | 3% | -10 | -5% | 9% | 2% | 18% | ? | -16% | ? | 0% | -9% |

Additional compounds
SMILES	PKM2 act	Giardia kill	ELG1 genotox	Menin MLL FP TR	NPC1 prom act	BRCA1 expr act	p53 reactivator	VP16 counter	RORgamma inh	Rab9 promoter act	FLuc counter
Cc1ccc(NNS(=O)(=O)c2ccc(C)cc2)cc1	?	-2	2%	-4%	1%	12%	2%	-14%	-26%	-1%	21µM*
CCc1sc(C(=O)N2CCN(c3ccc(F)cc3)CC2)cc1C	1%	1	-2%	-5%	3%	-31%	7%	0%	7%	-1%	5%
O=C(CCCCCN1C(=O)CCC1=O)Nc1ccc2c(c1)OCO2	1%	13	14%	15%	1%	40%	?	17%	21%	3%	-19%
O=c1[nH]c(SCCN2CCOCC2)nc(O)c1-c1ccccc1	-1%	-15	-1%	.	0%	0%	4%	-7%	10%	-8%	1%
O=C(OCc1cc2ccccc2[nH]c1=O)c1ccccc1	1%	-1	2%	-2%	-10%	-13%	1%	-9%	?	2%	0%
CC1(C)Cc2cccc(OCC(=O)N3CCN(S(=O)(=O)c4ccc(F)cc4)CC3)c2O1	6%	8	-1%	-14%	-4%	0%	-5%	0%	40%	3%	0%
COc1ccc([N+](=O)[O-])cc1NC(=O)CCc1ccccc1	-9%	7	-4%	15%	1%	-4%	2%	-2%	4%	9%	-4%
O=C(Cn1nnc2ccccc21)OCC(=O)c1ccc(Cl)c(Cl)c1	0%	7	-1%	6%	-2%	-13%	4%	-28%	-9%	-9%	7%
O=C(CSc1nnc(-c2cccnc2)n1Cc1ccco1)NCc1ccc2c(c1)OCO2	5%	-2	-1%	21%	-4%	0%	12%	-12%	-17%	2%	6%
CCn1ncc(Br)c1C(=O)Nc1ccc2c(c1)OCCO2	2%	15	11%	5%	12%	54%	12%	9%	17%	?	?
CCN1CCN(C(=O)c2oc(=O)c3ccccc3c2-c2ccc(C)cc2)CC1	1%	-29	1%	-24%	-2%	13%	1%	-4%	-14%	2%	0%
O=C(O)c1cc(N/N=C2/CC(c3ccccc3)Oc3ccccc32)ccc1Cl (configuration not stated)	2%	-15	10%	?	-1%	60%	?	6%	42%	5%	27µM*
Cc1cc(S(=O)(=O)N2CCOCC2)ccc1OCC(=O)N1CCC(C)CC1	3%	-2	-3%	1%	7%	-10%	2%	9%	-7%	1%	0%
CN1CCN(C(=O)c2ccc(NS(=O)(=O)c3cccc([N+](=O)[O-])c3)cc2)CC1	.	-3	0%	.	-2%	-12%	-2%	.	.	-9%	2%
CCCc1cc(=O)[nH]c(SCC(=O)Nc2nonc2C)n1	-1%	4	-3%	22%	1%	18%	5%	9%	-24%	-5%	1%
COc1cccc(-c2[nH]nc3c2C(c2ccc(C)o2)C(C#N)=C(N)O3)c1 (configuration not stated)	-2%	-4	-2%	16%	0%	-5%	4%	-10%	-1%	-1%	-8%
CCN(CC(=O)NCc1cccs1)C(=O)/C=C/c1ccc(OC)c(OC)c1	.	-6	2%	.	3%	5%	5%	.	.	0%	0%
O=C(Nc1cc(C(F)(F)F)ccc1-n1cnc2ccccc21)c1ccccc1	12%	-10	0%	-1%	-4%	5%	-4%	-1%	?	2%	0%
CCN(CC(O)CON=C1c2ccccc2-c2ccccc21)S(=O)(=O)c1ccc(C)cc1 (configuration not stated)	6%	7	-6%	16%	-2%	-80%[inhibitor]	6%	?	41%	2%	0%
C/C(=N\N=C(/N)SC1CC(=O)N(c2cccc(Cl)c2)C1=O)c1cccs1 (configuration not stated)	10%	11	-4%	?	1%	-8%	-7%	-2%	0%	-5%	-17%
Clc1cccc(OCCn2ccnc2)c1	0%[11.5 µM]	3	-3%	0%	-1%	19%	6%	-9%	-32%	3%	-1%

An excerpt from above in order of their number in p53 reactivator, high to low:
canonical_smiles | PKM2 act | Menin MLL FP TR | NPC1 prom act | p53 reactivator | RORgamma inh
CCCc1cc(=O)[nH]c(SCC(=O)Nc2nonc2C)n1 | -1% | 22% | 1% | 5% | -24%
O=C(Cn1nnc2ccccc21)OCC(=O)c1ccc(Cl)c(Cl)c1 | 0% | 6% | -2% | 4% | -9%
CC(C)C1Oc2ccccc2N(CC(=O)NCCCN2C(C)CCCC2C)C1=O (configuration not stated) | 0% | -8% | -7% | -9% | -16%

High-throughput results as filed in PubChem.

This is a subset. The share of hits here may be higher or lower than overall.
